Eya2 phos inh: inhibitors of human Eya2 phosphatase activity; Potency, µM (highest dose often 76.9 µM), for inactives: at the top dose activity, negative = inhibition, hits mostly inhibitors; recombinant Eya2, OMFP fluorescence dephosphorylation (OMFP is methylfluorescein phosphate); AID 488837; O00167; 0.006% of 330,000 active; note: potency is the fitted concentration of half-maximal effect; % is set by controls: 0 for no effect and ±100 for the full control effect
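Eya2 protein (added as 0.2 uM solution) was preincubated with compound for 10 min at ambient temperature in 50 mM HEPES pH 7.5, 50 mM NaCl, 5 uM MgCl2, 0.05% BSA, 1 mM DTT. OMFP (added at 50 uM) then reacted 10 min; fluorescence read at 485/525 nm.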
Menin MLL FP TR: displaces Texas Red mutant MLL peptide from human menin; O00255; Menin + Texas Red MLL mutant peptide, fluorescence polarization; Potency, µM (titrated, usually from 61.6 µM), for the others: at the top dose FP activity change, negative = inhibition, usual class: inhibitors; 0.23% of 270,000 active; AID 1768; active = well fitted inhibition curve with a large enough effect in the polarisation, with a control signal flat, not every such curve was filed as active; inconclusive = small, poorly fitted or top-dose-only effect, or effect the other way, or a change in a side signal; inactive = no such curve, though single readings can be large or run the other way; the % refers to the polarisation; note: potency is the fitted concentration of half-maximal effect; % of control where 0% means no effect; many of its hits are not listed in these tables
Target sequence (O00255 whole entry, looked up): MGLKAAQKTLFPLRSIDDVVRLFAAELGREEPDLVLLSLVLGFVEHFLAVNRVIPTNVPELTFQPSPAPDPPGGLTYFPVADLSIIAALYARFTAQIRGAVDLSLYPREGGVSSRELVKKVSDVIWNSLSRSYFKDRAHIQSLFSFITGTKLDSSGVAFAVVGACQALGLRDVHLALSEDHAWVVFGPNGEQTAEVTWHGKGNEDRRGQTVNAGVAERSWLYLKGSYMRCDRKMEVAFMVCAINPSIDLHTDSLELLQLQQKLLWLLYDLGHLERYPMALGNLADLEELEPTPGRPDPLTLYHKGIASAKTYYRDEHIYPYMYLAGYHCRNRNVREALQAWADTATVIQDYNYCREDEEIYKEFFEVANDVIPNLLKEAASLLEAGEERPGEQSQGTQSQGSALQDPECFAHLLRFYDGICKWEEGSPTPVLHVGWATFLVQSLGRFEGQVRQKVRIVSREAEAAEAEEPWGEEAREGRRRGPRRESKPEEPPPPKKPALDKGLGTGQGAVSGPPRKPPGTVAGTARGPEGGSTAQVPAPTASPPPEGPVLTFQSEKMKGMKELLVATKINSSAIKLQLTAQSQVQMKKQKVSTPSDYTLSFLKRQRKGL
GALK inh: inhibitors of human galactokinase. P51570. Purified GALK, Kinase-Glo residual ATP luminescence. Potency, µM (top dose mostly 57.5 µM), without a hit: at the highest dose activity change, negative = inhibition, most hits filed as inhibitors. 0.007% of 270,000 active. AID 1868; note: potency is the fitted concentration of half-maximal effect; % is set by controls: 0 for no effect and ±100 for the full control effect
Target sequence (P51570 whole entry, looked up): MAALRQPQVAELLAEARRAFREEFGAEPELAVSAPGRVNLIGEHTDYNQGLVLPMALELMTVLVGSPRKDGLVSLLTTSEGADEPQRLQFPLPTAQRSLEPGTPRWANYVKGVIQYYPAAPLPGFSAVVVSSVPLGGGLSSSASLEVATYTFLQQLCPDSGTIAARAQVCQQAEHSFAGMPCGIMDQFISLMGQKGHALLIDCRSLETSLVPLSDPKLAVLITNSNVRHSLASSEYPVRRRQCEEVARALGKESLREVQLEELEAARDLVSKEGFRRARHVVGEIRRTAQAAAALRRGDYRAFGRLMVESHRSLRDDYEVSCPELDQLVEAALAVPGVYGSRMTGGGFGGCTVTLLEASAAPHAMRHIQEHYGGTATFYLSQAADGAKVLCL
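Human GALK (5 nM) with 35 uM ATP and 100 uM galactose in 20 mM HEPES pH 8.0, 5 mM MgCl2, 60 mM NaCl, 1 mM DTT, 0.01% BSA. After 1 h at room temperature, leftover ATP was read by Kinase-Glo Plus luminescence.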
PKM2 activator: activators of human pyruvate kinase M2. Potency, µM (titrated, usually from 57.5 µM), for inactives: top-dose activation, most hits filed as activators. 0.34% of 260,000 active. P14618. purified PKM2, Kinase-Glo ATP luminescence, activation; response scale: 0% is enzyme alone, no compound; note: potency is the fitted concentration of half-maximal effect; % is set by controls: 0 for no effect and ±100 for the full control effect; nearly all actives have a fitted effect of over 55% in size
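Kinase-Glo luminescence reports ATP generated from ADP (0.1 mM) and PEP (0.5 mM) by purified hPK-M2 after 1 h at room temperature, pH 7.2 imidazole buffer; intermediate enzyme activity allows detecting inhibitors and activators.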
hERG WT inh: blocks the wildtype human KCNH2 potassium channel. Q12809. U2OS, BacMam KCNH2, thallium flux FluxOr; active compounds read low. activity change, % at 1.84 µM. 0.37% of 340,000 active;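 active = maximum activity change below -70%; inconclusive = maximum activity change between -70% and -50%; inactive = maximum activity change above -50%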; note: % is set by controls: 0 for no effect and ±100 for the full control effect
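U2OS cells were transduced with wild-type KCNH2 virus (2.03 x 10^8 / mL) for 4 h at room temperature, then cultured overnight at 37 C. Thallium flux was read with FluxOr dye. Rate constants were normalized to DMSO controls.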
ASM inhibitor: inhibitors of human secretory acid sphingomyelinase; P17405; placental ASM, HMU-PC fluorogenic substrate, 60 min; Potency, µM (highest dose often 57.5 µM), for the others: at the highest dose activity change, negative = inhibition, usual class: inhibitors; 0.006% of 340,000 active; AID 504937; note: potency is the fitted concentration of half-maximal effect
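qHTS format. ASM enzyme prepared from human placenta hydrolyses the fluorogenic substrate HMU-PC0 (9 uM final) over 60 min at 37 °C after a 10 min compound preincubation.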
USP2a inh: blocks human ubiquitin-specific protease USP2a; O75604; USP2 core, Ub-CHOP2 coupled fluorogenic reporter, 485/531; Potency, µM (highest dose often 38.3 µM), without a hit: at the highest dose activity change, negative = inhibition, hits mostly inhibitors; 0.01% of 330,000 active;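 note: potency is the fitted concentration of half-maximal effect; plate controls were DMSO wells for no effect and full inhibition by NEM control for full effect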
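Deubiquitinase activity read as fluorescence (485/531 nm) after Ub-CHOP2 cleavage activates the enterokinase reporter on its substrate; USP2 core 10nM, Ub-CHOP2 and substrate 25nM each, 30min compound preincubation then 60min RT; data normalized to NEM, curves fitted.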
Mito fusion act: mitochondrial division inhibition or fusion activation; 0.23% of 320,000 active; S. cerevisiae fusion-defective mutant growth rescue, CellTiterGlo 48 h; AID 485298; Potency, µM (highest dose often 46.1 µM), for the others: top-dose growth rescue (activation), usual class: activators;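 note: potency is the fitted concentration of half-maximal effect; % of control where 0% means no effect; nearly all actives have a fitted effect of over 45% in size; temperature-sensitive fusion mutants such as fzo1-1 at 37 °C on non-fermentable ethanol glycerol medium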
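Compounds are tested for their ability to restore growth of mitochondrial fusion-defective yeast strains at non-permissive 37C in YPEG medium over 48 hours. Viability is quantified by luciferase luminescence.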
BCR signal inh: blocks chronic active B-cell receptor signaling; Potency, µM (series often up to 46.1 µM), for the others: top-dose ratio change, negative = lower green/red ratio, most hits filed as inhibitors; ABC-DLBCL IkBa-CBG/CBR reporter, luminescence ratio, 4 h; 0.05% of 340,000 active; active = well fitted inhibition curve with a large enough effect in the signal ratio, with a control signal flat, not every such curve was filed as active; inconclusive = small, poorly fitted or top-dose-only effect, or effect the other way, or a change in a side signal; the % refers to the signal ratio;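 note: potency is the fitted concentration of half-maximal effect; plate controls were basal doxycycline-induced cells for no effect and cells given 10 µM MG132 for full effect; MG132 reads +100%, hits lower the ratio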
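Compounds up to 46 uM were incubated four hours with TMD8 cells whose green CBG68 luciferase is fused to IkappaBalpha; red CBR luminescence normalised the signal, and concentration-effect curves were fitted to fusion, red and ratio data.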
TSHR antagonist: antagonists of human thyroid stimulating hormone receptor. AID 504810. P16473. activity change, negative = inhibition, % at 11.5 µM. TSHR-expressing cells, TSH-stimulated cAMP HTRF, 2 h; active compounds read low. 0.2% of 330,000 active;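 active = activity change below a set negative limit, meaning inhibition stronger than a set level, cut at about -70% in these data; inconclusive = activity change between two set negative limits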; note: % is set by controls: 0 for no effect and ±100 for the full control effect
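Read-out is FRET at 665 nm (cryptate excitation 337 nm) from a cryptate-tagged anti-cAMP antibody, competed by cell cAMP against cAMP-d2. Compounds are tested on freshly harvested TSHR cells challenged with 4nM TSH (EC80) for 2 hours at 37 deg C.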
MBNL1-CUG inh: MBNL1-poly(CUG) RNA binding inhibition; AID 2675; Potency, µM (series often up to 57.5 µM), for inactives: at the top dose activity change, negative = inhibition, usual class: inhibitors; 0.036% of 280,000 active; TR-FRET MBNL1-His/biotin-(CUG)12 binding, 665/545 ratio; Q9NR56; active = well fitted inhibition curve with a large enough effect in the signal ratio, with a control signal flat, not every such curve was filed as active; inconclusive = small, poorly fitted or top-dose-only effect, or effect the other way, or a change in a side signal; inactive = no such curve, though single readings can be large or run the other way; the % refers to the signal ratio; note: potency is the fitted concentration of half-maximal effect; % is set by controls: 0 for no effect and ±100 for the full control effect
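Ratiometric TR-FRET (665 over 545 nm, excitation 340 nm) tracks disruption of MBNL1-His/biotin-(CUG)12 complex after 60 min at room temperature, with compounds at 92 nM to 58 uM final.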
Active calls of the source: *; u = inconclusive; x = not tested or not shown; [ ] = dose if it differs, or a comment. Unless noted, calls come from the whole dose curve; as a rule, active = well fitted curve in the direction sought with a large enough effect; inconclusive = small, poorly fitted or top-dose-only effect, or another doubt; inactive = no such curve, though single readings can be large; an effect the other way counts as inactive or inconclusive. A portion of the library. The share of hits here may be higher or lower than overall.

SMILES	Eya2 phos inh	Menin MLL FP TR	GALK inh	PKM2 activator	hERG WT inh	ASM inhibitor	USP2a inh	Mito fusion act	BCR signal inh	TSHR antagonist	MBNL1-CUG inh
Cc1csc2ncc(C(=O)N3c4ccccc4CC3C)c(=O)n12 (stereo not drawn)	-13%	10%	0%	-18%	-6	-5%	2%	-1%	6%	7	6%
Nc1ccc(C(=O)N2N=C(c3ccc(F)cc3)CC2(O)C(F)(F)F)cc1 (stereo not drawn)	2%	19%	2%	x	3	-3%	0%	0%	u	-1	-7%
N#Cc1nc(-c2ccc(F)cc2)oc1N1CCC(C(N)=O)CC1	-19%	12%	x	x	17	-4%	3%	-3%	0%	0	2%
COc1ccc2c(c1)c(CC(=O)OCC(N)=O)c(C)n2C(=O)c1ccc(Cl)cc1	1%	x	1%	3%	-12	-2%	11%	-1%	-4%	1	8%
CSc1ncccc1C(=O)Nc1ccc2nc(C)sc2c1	-19%	x	1%	2%	-4	-2%	-4%	6%	u	-8	-11%
CC1CCCCC12NC(=O)N(CC(=O)Nc1cccc(S(=O)(=O)N3CCCCC3)c1)C2=O (stereo not drawn)	13%	x	x	x	-7	-1%	1%	-8%	-6%	7	x
CCOC(=O)Nc1ccc(NC(=O)OCC)cc1	x	12%	2%	-4%	-12	-1%	x	1%	x	x	-6%
CCn1c(SCC(=O)N(C)c2ccccc2)nc2c([nH]c3ccccc32)c1=O	-4%	x	-9%	x	5	u	2%	-5%	8%	33	-7%
O=C(NCCCNc1ccc(C(F)(F)F)cc1[N+](=O)[O-])c1ccc(Cl)cc1	-12%	40%[activator]	2%	5%	-2	-30%	0%	-17%	-2%	-7	u
Brc1csc(C=Nc2ccc3c(c2)OCCOCCOCCOCCO3)c1	-17%	9%	1%	0%	-4	7%	3%	-2%	-2%	3	x
Cc1cccc(NC(=S)NC(=O)CCc2ccccc2)c1C	-12%	0%	0%	-6%	-5	-10%	-7%	0%	-9%	x	-4%
COc1ccc(/C=C2\SC(=S)N(N3C(=O)CCC3=O)C2=O)cc1O	10%	3%	4%	-2%	-3	-3%	1%	1%	u	-11	u
COC(=O)c1cc2oc3ccccc3c2n1Cc1ccccn1	-28%	-5%	4%	-8%	-6	0%	3%	7%	u	-11	3%
Cc1cc(NS(=O)(=O)c2cccs2)no1	21%	10%	5%	-2%	0	4%	-2%	6%	0%	-2	0%
COc1ccc(N(C(=O)c2snc(C(N)=O)c2N)C(C(=O)NC2CCCC2)c2cccs2)cc1OC (stereo not drawn)	6%	-2%	0%	x	3	12%	-4%	-6%	-1%	-13	u
Cn1cccc1-c1nc2ccc([N+](=O)[O-])cc2[nH]1	3%	u	0%	x	4	-3%	5%	-20%	-2%	4	u
O=C(c1ccccc1)N(Cc1cccc(Br)c1)C1CCS(=O)(=O)C1 (stereo not drawn)	12%	-24%	-2%	x	5	0%	1%	10%	0%	-13	-4%
Cc1ccccc1CC1CCN(CCCNC(=O)Nc2ccccc2)CC1	-8%	-4%	-3%	-6%	30	-1%	1%	-2%	-1%	-2	2%
O=C(CSc1ccc(-c2ccco2)nn1)Nc1ccc(F)cc1	9%	x	4%	30%	30	-6%	0%	5%	-2%	4	25%
CCOc1ccccc1-n1c(SCC(=O)N2CCOCC2)nnc1-c1ccccn1	15%	-5%	-1%	-1%	-7	-2%	2%	-1%	8%	-3	7%
COc1cc([N+](=O)[O-])ccc1N1C(=O)CC(Sc2nccc(C)n2)C1=O (stereo not drawn)	11%	16%	0%	6%	6	-2%	1%	-16%	1%	4	u
COc1ccccc1C(=O)Nc1nnc(-c2ccc(F)cc2)s1	-25%	8%	1%	2%[11.5 µM]	-8	-2%	1%	5%	u	-7	-1%
CCOc1cccc(C2c3c(oc4ccccc4c3=O)C(=O)N2c2ccccn2)c1 (stereo not drawn)	7%	-24%	x	-2%	x	x	1%	-3%	-1%	2	8%
CC(C)N1C(=O)CCC1C(=O)NCc1ccco1 (stereo not drawn)	12%	4%	-3%	2%	2	10%	2%	5%	4%	3	-1%
CN(Cc1ccc(C#CCCO)cc1)CC1CCCN(CCc2ccc(Cl)cc2)C1 (stereo not drawn)	0%	u	2%	4%	10	8%	2%	1%	-6%	-2	-7%
New compounds follow
SMILES	Eya2 phos inh	Menin MLL FP TR	GALK inh	PKM2 activator	hERG WT inh	ASM inhibitor	USP2a inh	Mito fusion act	BCR signal inh	TSHR antagonist	MBNL1-CUG inh
CN(Cc1cccs1)C(=O)c1ccc(S(=O)(=O)N2CCCCC2)cc1	2%	x	1%	1%	2	5%	1%	2%	0%	-5	-3%
CC(=O)c1ccc(S(=O)(=O)N2CCN(C(=O)c3ccccc3Cc3ccccc3)CC2)cc1	16%	x	x	x	3	x	-1%	1%	-22%	1	x
Clc1cccc(CNc2nnnn2-c2ccccc2)c1	-8%	14%	3%	9%	-7	1%	-1%	2%	1%	8	-6%
CCOc1cc(S(=O)(=O)NC2CCCCCC2)ccc1F	-9%	-18%	0%	-2%	-14	-8%	-2%	3%	9%	-10	-5%
Cc1cccc(NC(=O)c2ccc3c(Cl)c4c(nc3c2)CCCC4)n1	-6%	-20%	5%	-4%	-3	-7%	-2%	4%	3%	2	144%[activator]
Cc1ccc(OCC(=O)Nc2cc(C(C)(C)C)on2)cc1C	-3%	x	6%	5%	6	0%	0%	1%	12%	2	39%[activator]
O=C1NC2NC(=O)N(C(Cc3ccccc3)C(=O)O)C2N1 (stereo not drawn)	-7%	7%	1%	-1%	-5	1%	1%	1%	-1%	-10	-4%
CCOC(=O)C(CC)Sc1nc2c(cnn2-c2ccccc2)c(=O)[nH]1 (stereo not drawn)	0%	-1%	0%	-1%	1	-3%	1%	8%	u	-3	-13%
COc1cc(OC)cc(-n2c3nc4ccccc4nc3c3c(=O)n(CC4CCCO4)cnc32)c1 (stereo not drawn)	14%	1%	5%	6%	-6	42%[activator]	0%	2%	5%	-6	4%
CCC1(c2ccc(F)cc2)NC(=O)N(CC(=O)N2CCc3ccccc32)C1=O (stereo not drawn)	-10%	x	x	x	-6	-3%	3%	4%	-5%	-12	x
CN(C)S(=O)(=O)c1cc(C(=O)OCCn2cnc3c2c(=O)n(C)c(=O)n3C)ccc1Cl	3%	0%	-2%	5%	3	2%	4%	13%	-4%	6	-4%
O=C(COc1ccccc1[N+](=O)[O-])Nc1cccc(S(=O)(=O)NC2=NCCCCC2)c1	10%	x	x	x	3	-2%	-1%	-3%	u	1	x
S=C(NNC(=S)NC1CC2CCC1C2)NC1CC2C=CC1C2 (stereo not drawn)	-8%	x	0%	-6%	-4	0%	-1%	-4%	-17%	0	8%
O=C(O)c1ccc(C=C(c2nc3ccccc3s2)c2nc3ccccc3s2)cc1	14%	u	1%	2%	-10	7%	4%	29%	-7%	-2	4%
O=C1CCCCN1CCCC(=O)N1CCCC(Nc2ccc(F)c(F)c2)C1 (stereo not drawn)	-2%	x	6%	-1%	5	-4%	-5%	3%	3%	25	-3%
CCOC(=O)c1cc(S(=O)(=O)Nc2ccc(OC)cc2OC)cn1C	-14%	1%	-6%	x	20	4%	-1%	-4%	0%	8	2%
O=C(O)c1ccc(NS(=O)(=O)c2ccc(N3CCCC3)c([N+](=O)[O-])c2)cc1	1%	-5%	-1%	x	3	-1%	3%	-1%	u	-7	u
CC1CCCCN1C(=S)NCc1ccccc1 (stereo not drawn)	-6%	4%	1%	8%	11	1%	5%	-6%	-2%	8	-4%
CC(C)NS(=O)(=O)c1cc(F)ccc1CN1C(=O)c2cccnc2C1=O	-12%	u	2%	x	-1	-1%	3%	-3%	0%	20	u
Clc1ccc(OCCn2cnc3ccccc32)cc1	-8%	19%	-1%	-7%	2	-1%	2%	7%	13%	-12	-2%
CC1C=CCC2C(=O)N(c3cccc(C(=O)Nc4ccc(Br)cc4)c3)C(=O)C12 (stereo not drawn)	-5%	53%[activator]	3%	2%	0	-28%	-4%	2%	u	-16	-7%
